S1P1 ag-PAM = S1P1 agonists and agonism potentiators, primary screen, cell-based, primary and confirmation screens, CRE-bla reporter. Sphingosine 1-phosphate receptor 1 (Homo sapiens), P21453. S1P1 CRE-bla cells, forskolin, beta-lactamase FRET, potentiator mode; S1P1 agonist co-added at EC20, 2 nM; 100% = saturating reference agonist, 0% = basal. activation, % at 9.5 µM. hit rate 0.57% among 56,000. AID 449, 2006;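 active = activation above a cutoff set at the mean activation of all tested compounds plus 3 SD, cut at about 54% in these data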;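 note: forskolin at 4 µM as EC80 and the EC20 agonist is SEW2871; 100% = SEW2871 at its EC100 plus forskolin at EC80; some compounds past the cut are filed as inactive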
HEK293 NFkB inh = inhibitors of PMA/ionomycin-induced NF-kB reporter, primary screen, antigen receptor NF-kB inhibitor project, cell-based, HEK-293 luciferase reporter, luminescence | inhibition, % at 3 µM | HEK-293 NF-kB luciferase reporter | AID 465, 2006 | hit rate 0.21% among 62,000;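 active = inhibition above the mean of all tested compounds plus 3 SD, cut at about 40% in these data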;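 note: 0% = stimulated DMSO wells and 100% = 10 µM reference inhibitor 5653914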
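Reagent: PMA plus ionomycin mix as NF-kB-activating stimulus. Assay system: NF-kB luciferase reporter HEK-293 cells. Technique: luminescence from luciferase substrate reagent. Incubation: 1 h compound pre-incubation, 16 h PMA/ionomycin at 37 °C. Benchmarks: DMSO only as uninhibited control, 10 µM reference inhibitor as full inhibition. Repeats: tested once.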
E coli RNAP = E. coli RNAP inhibitors, biochemical; DNA-directed RNA polymerase subunit beta (Escherichia coli (strain K12)), P0A8V2; E. coli RNA polymerase, fluorescence transcription assay; inhibition, %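 (tested at 10 µM)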; hit rate 0.2% among 62,000; in the data active = inhibition above about 20%;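 note: 0% = enzyme without compound and 100% = no enzyme blank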
M1 antag = antagonists of rat M1 muscarinic receptor; Muscarinic acetylcholine receptor M1 (Rattus norvegicus), P08482; CHO-M1 cells, Fluo-4 calcium, ACh EC80 antagonist mode; stronger effect = lower value; B-score at 10 µM; hit rate 3.4% among 64,000;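 active = calcium fluorescence response, raw or row-and-column corrected B-score, differing from the plate sample mean either way at a set confidence level, mostly lower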
Target sequence (P08482 whole entry, looked up): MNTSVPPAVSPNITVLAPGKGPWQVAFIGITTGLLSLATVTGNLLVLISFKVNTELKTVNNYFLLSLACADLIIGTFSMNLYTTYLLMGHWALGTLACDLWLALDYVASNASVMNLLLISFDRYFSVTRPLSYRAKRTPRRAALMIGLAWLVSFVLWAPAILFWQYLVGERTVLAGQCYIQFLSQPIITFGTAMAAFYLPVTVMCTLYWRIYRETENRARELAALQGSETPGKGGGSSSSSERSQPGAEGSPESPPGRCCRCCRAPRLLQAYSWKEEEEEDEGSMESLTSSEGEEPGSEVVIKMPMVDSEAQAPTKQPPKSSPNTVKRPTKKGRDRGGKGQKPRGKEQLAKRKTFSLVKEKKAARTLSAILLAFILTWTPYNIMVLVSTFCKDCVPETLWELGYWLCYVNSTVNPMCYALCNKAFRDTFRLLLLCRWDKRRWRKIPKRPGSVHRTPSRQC
TNAP act mid DEA = human TNAP enzyme activators, primary screen, biochemical, luminescent, intermediate phosphate acceptor level. Alkaline phosphatase, tissue-nonspecific isozyme (Homo sapiens), P05186. purified TNAP, CDP-star luminescence, 100 mM DEA, 30 min; stronger effect = higher value; scale: 0 levamisole-inhibited, 1 vehicle-only enzyme. activation factor at 20 µM. 64,000 tested, under 10 active. AID 813, 2007;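 active = activation factor of at least 2 at 20 µM, relative to controls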
S1P3 ag = human S1P3 receptor agonists, primary screen, cell-based, primary and confirmation, NFAT-BLA reporter; Sphingosine 1-phosphate receptor 3 (Homo sapiens), Q99500; S1P3 NFAT-BLA reporter cells, agonism, FRET ratio; relative to 1 µM S1P, basal subtracted; activation, % at 4.5 µM; hit rate 0.1% among 60,000;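 active = activation above the screen-wide mean plus 3 SD, cut at about 4.5% in these data, passing the limit was not always enough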; note: some compounds called inactive have numbers as strong as hits
Target sequence (Q99500 whole entry, looked up): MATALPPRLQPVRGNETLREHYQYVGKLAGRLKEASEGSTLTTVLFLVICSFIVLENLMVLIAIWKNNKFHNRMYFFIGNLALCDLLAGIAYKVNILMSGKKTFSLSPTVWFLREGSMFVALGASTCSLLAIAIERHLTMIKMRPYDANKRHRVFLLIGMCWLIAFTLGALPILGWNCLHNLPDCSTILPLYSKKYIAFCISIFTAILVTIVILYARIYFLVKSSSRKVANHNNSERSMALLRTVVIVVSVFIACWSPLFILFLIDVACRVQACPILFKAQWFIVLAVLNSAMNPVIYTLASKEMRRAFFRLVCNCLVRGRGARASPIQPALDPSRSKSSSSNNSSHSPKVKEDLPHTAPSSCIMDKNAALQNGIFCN
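Measure – % activation relative to 1 µM S1P (100%), per plate · System – stable CHO line with human S1P3, Gα16, NFAT-BLA reporter · Timing – cells plated overnight, compound 4 h 37 °C, substrate 2 h RT · Technique – fluorescent BLA substrate, ex 405 nm, em 460/535 nm ratio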
M1 ag = M1 muscarinic receptor agonists, primary screen, CHO-M1 cells, Fluo-4 calcium, agonist mode. B-score at 10 µM. Fluo-4 calcium fluorescence; stronger effect = higher value. hit rate 3% among 64,000. Muscarinic acetylcholine receptor M1;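 active = fluorescence rise, raw or as B-score row- and column-corrected plate score, outside the 99.7% band of its plate's samples, either direction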
Jurkat tox 60K = cytotoxicity toward Jurkat T cells, primary screen, cytotoxicity control, cell-based, Jurkat E6.1, 60K MLSMR library. inhibition, % at 4 µM. Jurkat E6.1 viability, ATP luminescence, 48 h. hit rate 1.2% among 56,000;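 active = inhibition above the mean inhibition of all tested compounds plus 3 SD, cut at about 28% in these data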
D1 mod = D1 CRE-luciferase signal change, two-sided – cell-based, HEK293 D1, dopamine EC30, D1 allosteric modulator project, primary screen; dopamine EC30 potentiation; actives deviate in either direction; AID 641, 2007; hit rate 5.9% among 58,000; B-score at 10 µM; D(1A) dopamine receptor (Homo sapiens), P21728;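 active = luminescence count or its row- and column-corrected plate score outside the 99.7% band of the plate's sample wells, on either side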
The depositor's hits bear a star; . = not tested or not shown.

structure	S1P1 ag-PAM	HEK293 NFkB inh	E coli RNAP	M1 antag	TNAP act mid DEA	S1P3 ag	M1 ag	Jurkat tox 60K	D1 mod
COc1ccc(CCNC(=O)c2cnc3n(c2=O)CCS3)cc1OC	5	15	.	-1.1	.	0.8	-0.15	1	4.7*
CCOC(=O)N1CCN(c2ccc3nnnn3n2)CC1	-13	6	8	-0.76	0.9	1.0	0.52	0	-0.41
COc1cccc(-c2csc(N3CCN(S(=O)(=O)c4ccc(F)cc4)CC3)n2)c1	-4	0	7	-0.017	0.9	-0.3	2.9	2	.
O=C(NC1=NCCS1)c1cc2ccccc2o1	0	-9	5	0.31	0.9	-1.3	-0.37	-2	-4.6*
O=C(C1CCN(Cc2ccc(OCc3ccccc3)cc2)CC1)N1CCCC1	-23	6	3	.	1	-1.0	.	-5	-0.14
CCC(=O)c1ccc(N2CCN(C(=O)COc3ccc(F)cc3)CC2)c(F)c1	13	7	7	-0.81	1.1	-0.8	1.9	8	-0.63
CCCc1nnc(NC(=O)c2c(O)c3cccc4c3n(c2=O)CCC4)s1	14	13	2	0.034	0.9	-0.5	0.71	5	-0.066
CN(c1ccc(OCC(=O)N2CCCCC2)cc1)S(=O)(=O)c1cccs1	.	12	9	-0.68	0.9	.	0.24	.	.
N#CC1=C(N)SC(N)=C(C#N)C1c1c(Cl)cccc1Cl	13	2	11	-0.34	1	0.0	-0.69	-1	.
C=CCSc1nc2c(c(=N)n1CC=C)C1CCCC1S2 (configuration not stated)	-8	7	8	0.39	0.9	-0.8	-0.75	1	0.57
CCc1cc2c(cc3c(=O)n(CC(=O)N4CCN(c5ccccn5)CC4)nc(CC)n32)s1	-9	4	3	-0.13	0.9	0.2	-0.16	-8	-1.1
Cc1cc(C)nc(SCc2nnc(SCC(=O)N3CCOCC3)o2)n1	-18	12	2	0.33	0.9	-0.1	-0.7	-2	-0.69
CCOC(=O)CSc1nc2c(c(=O)[nH]c(=O)n2C)n1CCCc1ccccc1	-2	13	10	.	0.9	0.7	.	-4	-0.066
CC(C)c1ccc2oc(-c3ccc(N)cc3)nc2c1	54*	-16	-17	-0.012	0.9	-2.2	-0.24	6	-6*
COCCCn1c(SCC(=O)Nc2cccc(C)n2)nnc1-c1ccco1	-10	9	3	0.33	0.8	0.1	-0.032	1	-0.0052

2 compounds from above, reduced to TNAP act mid DEA and E coli RNAP.
molecule | TNAP act mid DEA | E coli RNAP
CN(c1ccc(OCC(=O)N2CCCCC2)cc1)S(=O)(=O)c1cccs1 | 0.9 | 9
N#CC1=C(N)SC(N)=C(C#N)C1c1c(Cl)cccc1Cl | 1 | 11

Continuation.
structure	S1P1 ag-PAM	HEK293 NFkB inh	E coli RNAP	M1 antag	TNAP act mid DEA	S1P3 ag	M1 ag	Jurkat tox 60K	D1 mod
Cc1ccccc1OCc1nc(-c2ccc(NC(=O)c3ccc4c(c3)OCO4)cc2)no1	10	9	5	0.13	0.9	-1.7	0.32	7	0.83
COc1ccccc1S(=O)Cc1ccc(C(=O)O)o1 (configuration not stated)	-24	6	2	-0.046	0.8	0.1	0.61	-5	-0.086
O=c1cc(N2CCN(c3ccccc3)CC2)[nH]c(=O)n1-c1ccccc1Cl	-3	38	0	0.19	0.9	0.1	0.27	-8	-1.6
CCc1c(C)sc(NC(=O)c2cccs2)c1C(=O)OC(C)C	-52	12	0	0.43	0.9	-1.7	0.035	3	1
CCOc1ccc(N2C(=O)CC(N3CCC(NC(=O)Nc4ccccc4)CC3)C2=O)cc1 (configuration not stated)	.	4	12	0.018	0.9	-1.0	-0.043	1	-0.063
O=C1CCCC2=C1C(c1ccccc1)CC(=O)N2c1ccccc1 (configuration not stated)	13	13	-9	-0.025	0.9	-0.8	0.56	-1	0.21
COc1ccccc1NC(=O)Cn1cnc2c(cnn2-c2ccc(C)c(C)c2)c1=O	-26	7	1	0.46	1	-1.4	-0.098	3	.
CC(=O)N1CCc2cc(S(=O)(=O)NCCC3=CCCCC3)ccc21	.	31	0	-0.85	0.9	.	1.9	.	-1.9
Cc1nn(Cc2ccccc2Cl)c(C)c1NC(=O)c1cc(-c2ccc(F)cc2)on1	-1	0	-8	-0.63	1	-1.1	-0.011	1	-1.9
CCOC(=O)c1cnc2c(Cl)c(Cl)ccc2c1N1CCN(C)CC1	0	4	13	-3.1*	0.9	-0.2	-0.52	0	-1.2
COc1ccc(S(=O)(=O)N(CCCN2CCCC2=O)Cc2cc3cc(C)c(C)cc3[nH]c2=O)cc1	5	9	5	-0.87	0.8	-0.6	0.92	-4	1.9
Oc1ccc(C(=S)N2CCCCC2)cc1Cl	18	8	-5	-0.039	0.9	-1.1	0.44	12	0.6
CN1CC2(C(=O)c3ccccc3)CN(C)CC(C(=O)c3ccccc3)(C1)C2	-24	7	-6	-0.53	1	-1.5	-0.018	8	0.023
CCOc1cccc(C2C(C(=O)c3ccco3)=C(O)C(=O)N2Cc2ccncc2)c1 (configuration not stated)	.	21	-1	0.31	0.8	.	0.21	.	1.1
c1ccc(-c2nnc(CSc3nc4ccccc4[nH]3)o2)cc1	.	-12	10	-0.85	0.9	-0.5	0.082	1	2.1
CCCNC(=O)c1c(N)n(-c2cc(OC)cc(OC)c2)c2nc3ccccc3nc12	-80	15	-7	-0.42	1.1	2.3	-1.2	-2	-0.17
Cc1c2c(nc3c(C(=O)NC4CCCCC4C)cnn13)CCCC2 (configuration not stated)	.	-1	2	0.27	0.9	.	0.18	.	8.2*
CCc1ccc(CN2C(=O)CCC2(C)C(=O)NC2CCCC2)cc1 (configuration not stated)	4	11	0	-0.38	1	0.3	-0.17	1	.
COCCCNC(=O)C1CC(=O)N(C2CCCC2)C1 (configuration not stated)	-7	11	-3	0.47	0.9	-0.6	-0.98	-3	0.061
O=C(CN1CCOCC1)n1c2ccccc2c2ccccc21	-31	10	5	-0.067	0.9	-1.0	1.2	1	0.043
COc1cccc(NS(=O)(=O)c2ccc3[nH]cc(C(=O)NC4CC4)c(=O)c3c2)c1	-38	-8	6	-0.7	0.8	-1.1	-0.59	15	0.49
O=C(CNCCO)NC12CC3CC(CC(C3)C1)C2	8	16	3	-0.17	1	-1.1	1.8	7	-0.87
O=C(NCCc1ccc2c(c1)OCO2)C1CCN(S(=O)(=O)c2ccc(Cl)cc2)CC1	20	11	2	-0.13	1	-1.7	0.78	8	-1.5
CCn1c(SCC(=O)NCCc2ccc(F)cc2)nnc1-c1cccs1	-23	7	-2	0.043	0.9	0.6	-1.2	-4	-0.34
C=CCn1c(NC)cc(=O)n(C)c1=O	-2	3	3	0.45	1.1	0.4	0.27	-6	0.12
Cc1nnc(SCC(=O)NCc2ccccc2)s1	.	16	6	-0.13	0.9	-1.0	0.026	10	0.47
Cc1ccc2c(c1)CCCN2C(=O)Nc1ccc2c(c1)OCO2	.	19	9	0.35	0.8	-0.9	0.34	5	-0.16
CS(=O)(=O)N(CC(=O)O)c1cc(Cl)cc(Cl)c1	-19	16	5	-0.67	0.9	2.1	-1.1	1	0.54
CCCC(c1nnnn1Cc1ccco1)N1CCN(C(=O)c2ccco2)CC1 (configuration not stated)	-29	21	3	0.15*	1	0.1	-0.11	4	-0.62
CCOc1cc(C(=O)OCc2ccc(C(=O)OC)o2)cc(Br)c1OC	14	17	.	-0.62	0.9	-1.3	-0.38	-10	0.38
CC1CCN(C(=O)CSc2nnc(CSc3ncccn3)n2C)CC1	-3	12	5	-0.018	1	-0.8	1.6	-1	0.37
CCc1ccc(NC(=O)N(CCCOC(C)C)C2CCN(C(C)=O)CC2)cc1	-1	4	-4	-0.58	1.1	0.0	-0.45	-1	0.045
COc1ccc(Cc2nnc(SC)[nH]c2=O)cc1OC	.	27	9	0.22	0.9	.	0.25	.	0.15
COC(=O)c1cc(NC(=O)CSc2nnc(CN3CCOCC3)n2C)ccc1Cl	-7	7	8	0.97	0.9	1.0	-0.18	-3	0.00043
CC(C)OCCCNC(=O)c1cccs1	.	11	8	-0.08	0.9	0.1	-0.21	-2	0.018
CC(C)N(C)C1CCN(C(=O)Nc2ccc(Cl)c(Cl)c2)CC1	7	7	-1	-0.25	1	0.9	-0.35	-3	-0.69
COc1ccc2nc(N3CCCC(O)C3)c(C#N)cc2c1 (configuration not stated)	16	5	6	-0.52	1	0.3	15*	-5	0.051
Cc1cc2cc(CNC(=O)C3CC3)ccc2n1C	15	19	7	0.095	0.9	-1.0	-0.65	11	0.014
CC(=O)c1cccc(NC(=O)N2CCCC2C(=O)Nc2cccc(C)c2)c1 (configuration not stated)	2	13	1	0.13	0.9	-0.6	-0.61	-7	-0.0097
O=C(CSc1nc(-c2ccccc2)nc2c1CCCC2)N1CCOCC1	2	-4	12	-0.81	0.9	-0.8	0	-2	1.2
O=C(c1ccco1)N1CCN(c2ncnc3c2cnn3-c2ccccc2)CC1	-2	-7	0	-0.25	0.9	-1.5	0.25	6	-0.28
COc1ccc(CCC(=O)NC2=NCCS2)cc1OC	-1	15	16	0.043	0.9	1.2	0.098	-10	0.16
O=C(Cn1cnc2c(nnn2Cc2ccccc2)c1=O)N1CCN(c2ccccc2)CC1	-15	18	3	0.06	1	-0.8	-0.44	2	-0.0017
Cc1ccc(CNC(=O)C2c3ccccc3C(=O)N3CCc4ccccc4C23)o1 (configuration not stated)	24	14	-3	-0.87	1.1	-0.2	0.2	-4	-1.5
CCOc1ccc(NC(=O)CC2CC(C)(C)OC2=O)cc1 (configuration not stated)	-16	7	9	0.23	0.9	-0.9	12*	-4	0.016
Cc1onc(-c2ccccc2Cl)c1C(=O)NCCn1ccc2ccccc21	-17	7	-2	-0.31	0.9	-0.3	-0.097	10	-0.29
CCCn1c(SCC#N)nc2c(c1=O)C1(CCCC1)Cc1ccccc1-2	-26	.	6	0.12	0.8	-1.4	0.65	.	.
CCn1c(SCC(=O)Nc2ccc3c(c2)c2ccccc2n3CC)nnc1-c1ccco1	.	12	10	-0.3	0.9	-1.6	0.029	5	0.028
OCCN1CCN(Cc2cc(Br)cc(Br)c2O)CC1	26	7	10	-0.17	1	0.8	-0.75	-6	-1.9
CCOC(=O)c1c(C)[nH]c(C(=O)Cn2nnc(-c3ccc(Cl)cc3)n2)c1C	-33	13	8	0.14	0.9	-0.1	-0.098	-15	0.86

Random draw from the library; overall some 12% were active at least once.
